Screening data deposited in PubChem by National Center for Advancing Translational Sciences (NCATS).
D2 antag = HTS Assay for Allosteric Antagonists of the Human D2 Dopamine Receptor: Primary Screen for Antagonists; D(2) dopamine receptor (Homo sapiens), P14416; HEK293 TREx D2 cells, calcium flux, dopamine EC80; inhibition, % at 10 µM; hit rate 2% among 340,000; in the data active = inhibition above about 30%; note: 0% is about no effect
Target sequence (P14416 whole entry, looked up): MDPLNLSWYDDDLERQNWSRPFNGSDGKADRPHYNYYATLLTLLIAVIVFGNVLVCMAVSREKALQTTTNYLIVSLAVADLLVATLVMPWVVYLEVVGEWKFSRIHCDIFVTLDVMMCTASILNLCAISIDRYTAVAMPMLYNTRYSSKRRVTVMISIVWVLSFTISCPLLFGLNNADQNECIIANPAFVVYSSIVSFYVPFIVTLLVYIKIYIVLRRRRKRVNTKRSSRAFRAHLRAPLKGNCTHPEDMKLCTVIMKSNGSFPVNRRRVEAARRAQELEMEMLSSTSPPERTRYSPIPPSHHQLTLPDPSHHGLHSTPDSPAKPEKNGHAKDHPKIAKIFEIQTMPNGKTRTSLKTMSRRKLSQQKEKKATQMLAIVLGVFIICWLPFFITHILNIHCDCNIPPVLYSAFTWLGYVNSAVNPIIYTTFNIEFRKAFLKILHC
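Calcium flux kinetic readout in an inducible HEK293 TREx D2 line plated overnight at 30 C. After 180 s compound exposure, an EC80 dopamine challenge follows with another 180 s kinetic read to detect antagonism.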
LDHA block = qHTS assay for inhibitors of human lactate dehydrogenase. L-lactate dehydrogenase A chain (Homo sapiens), P00338. purified LDHA, NADH/diaphorase-resazurin fluorescence; active compounds read low. activity change, % (values are at about 110 or 230 µM). hit rate 0.15% among 480,000. AID 1347041, 2019; in the data active = activity change below about -30%; inconclusive = mostly about -25% to -30%;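 note: plate controls were DMSO wells for no effect and wells without enzyme for full effect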
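LDH5 2 nM; NADH 0.06 mM, pyruvate 0.2 mM; 200 mM Tris pH 7.4, EDTA, Tween-20; 5 min RT. Detection: diaphorase 0.133 mg/mL + resazurin 37 µM, fluorescence ex540/em590 at 0 and 20 min; normalized to enzyme-free and DMSO wells.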
RGS4 inhibitor = Inhibitors of Regulator of G Protein Signaling (RGS) 4: qHTS; AID 504845, 2011; Regulator of G-protein signaling 4 (Homo sapiens), P49798; Potency, µM (titrated, usually from 114 µM), for inactives: at the highest dose activity change, negative = inhibition, hits mostly inhibitors; Transcreener GDP fluorescence polarization, RGS4-accelerated GTP hydrolysis; hit rate 0.039% among 390,000; note: potency is the fitted concentration of half-maximal effect; % is set by controls: 0 for no effect and ±100 for the full control effect; nearly all actives have a fitted effect of over 75% in size; some results filed as inactive show a strong effect at the top dose
Target sequence (P49798 whole entry, looked up): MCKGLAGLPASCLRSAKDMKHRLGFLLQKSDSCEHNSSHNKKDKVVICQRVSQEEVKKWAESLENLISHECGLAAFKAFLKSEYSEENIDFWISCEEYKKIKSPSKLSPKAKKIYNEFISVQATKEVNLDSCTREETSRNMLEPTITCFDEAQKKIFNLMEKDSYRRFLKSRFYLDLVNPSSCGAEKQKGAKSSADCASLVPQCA
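MLSMR compounds (23 nl, pin-transferred) preincubated 10 min at room temperature with a 500nM (2x) first reagent, then RGS4 at 900nM (2x) plus Transcreener GDP mix added; fluorescence polarization (620/688 nm) read before and after 90 min at 30 °C.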
Vif-A3F inh = qHTS for Inhibitors of Vif-A3F Interactions: qHTS | HeLa A3F-eYFP + Vif (tagged APOBEC3F with the HIV-1 protein that degrades it), YFP fluorescence increase | Potency, µM (highest dose often 46.1 µM), for the others: at the highest dose activity, negative = active | hit rate 0.2% among 390,000 | AID 602313, 2012; note: potency is the fitted concentration of half-maximal effect; % of control where 0% means no effect; nearly all actives have a fitted effect of over 65% in size
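HeLa cells stably expressing A3F-eYFP plus Vif, plated and incubated overnight at 37 deg C, then exposed to compounds overnight at 37 deg C. Blocked degradation read as raised yellow fluorescence (Ex 488/Em 500-530).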
D2 agonist = HTS Assay for Allosteric Agonists of the Human D2 Dopamine Receptor: Primary Screen for Agonists; D(2) dopamine receptor (Homo sapiens), P14416; HEK293 T-REx D2 cells, calcium flux agonist mode; activation, % at 2 µM; hit rate 0.53% among 340,000;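 active = activation over 3 SD above normal in the single-dose calcium agonist read, cut at about 30% in these data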; note: 0% is about no effect
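Agonism is scored from calcium flux in a force-coupled, inducible HEK293 cell line expressing D2, read kinetically for 180 s after compound addition against dopamine controls.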
Vif-APOBEC3G blk = qHTS for Inhibitors of Vif-A3G Interactions: qHTS | AID 602310, 2012 | Potency, µM (titrated, usually from 46.1 µM), inactives show at the top dose activity, negative = active, most hits filed as inhibitors | DNA dC->dU-editing enzyme APOBEC-3G (Homo sapiens), Q9HC16 | hit rate 0.076% among 410,000 | HeLa A3G-eYFP + Vif (tagged APOBEC3G with the HIV-1 protein that degrades it), YFP fluorescence, overnight;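 note: potency is the fitted concentration of half-maximal effect; % is set by controls: 0 for no effect and ±100 for the full control effect; nearly all actives have a fitted effect of over 60% in size; hits raise eYFP signal because A3G escapes Vif-driven loss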
Target sequence (Q9HC16 whole entry, looked up): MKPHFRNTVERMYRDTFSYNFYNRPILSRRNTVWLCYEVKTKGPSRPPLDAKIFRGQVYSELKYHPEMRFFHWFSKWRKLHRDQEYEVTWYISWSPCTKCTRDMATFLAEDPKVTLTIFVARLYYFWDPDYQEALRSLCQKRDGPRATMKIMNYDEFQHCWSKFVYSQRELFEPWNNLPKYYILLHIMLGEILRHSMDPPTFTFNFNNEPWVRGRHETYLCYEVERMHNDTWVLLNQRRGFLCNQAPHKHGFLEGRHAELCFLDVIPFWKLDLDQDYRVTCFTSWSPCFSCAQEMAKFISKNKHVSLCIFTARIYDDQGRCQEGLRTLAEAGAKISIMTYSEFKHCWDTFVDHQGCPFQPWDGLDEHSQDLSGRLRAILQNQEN
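HeLa cells stably expressing Vif and C-terminally eYFP-tagged A3G, seeded overnight at 37 deg C, then exposed to compound by pintool overnight at 37 deg C. Rise in yellow fluorescence (Ex 488/Em 500-530, Acumen) marks blocked Vif-driven A3G degradation.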
12-LOX inh = Primary qHTS assay for inhibitors of human arachidonate 12S-lipoxygenase (ALOX12): Round 2 | Potency, µM (series often up to 108 µM), inactives show at the highest dose activity change, negative = inhibition, hits mostly inhibitors | hit rate 1.1% among 580,000 | purified 12hLO, xylenol orange hydroperoxide absorbance | Polyunsaturated fatty acid lipoxygenase ALOX12 (Homo sapiens), P18054; note: potency is the fitted concentration of half-maximal effect; % is set by controls: 0 for no effect and ±100 for the full control effect
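Hydroperoxide product was detected by ferrous iron/xylenol orange as the 573 to 405 nm absorbance ratio. Arachidonic acid at 40 uM (final) was turned over for 30 min at room temperature by 150 nM human 12hLO, pH 7.0 Hepes buffer, after 15 min compound preincubation.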
ERG-DNA inh = qHTS for Small Molecule Inhibitors of the ERG Ets/DNA interaction | Transcriptional regulator ERG (Homo sapiens), P11308 | fluorescence polarization, His-ERG Ets domain / labelled DNA | Potency, µM (doses to about 76.9 µM), without a hit: top-dose FP activity, negative = inhibition, most hits filed as inhibitors | hit rate 0.028% among 370,000; active = well fitted inhibition curve with a large enough effect in the polarisation, with a control signal flat; inconclusive = small, poorly fitted or top-dose-only effect, or effect the other way, or a change in a side signal; inactive = no such curve, though single readings can be large or run the other way; the % refers to the polarisation;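 note: polarization taken with two DNA probes labelled with fluorescein and Texas red; potency is the fitted concentration of half-maximal effect; % of control where 0% means no effect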
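His-tagged ERG Ets domain (1 uM in the protein solution; 300mM KCl, 50mM Tris-HCl, 1mM EDTA, 1mM DTT, pH 7.5) received compound, then a probe mix of 5 nM fluorescein-DNA and 100nM Texas-615-DNA. Fluorescence polarization was read for both dyes.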
Glioma ERSR ind = qHTS for Inducers of the Endoplasmic Reticulum Stress Response (ERSR) in Human Glioma: qHTS. U87-MG GRP78 promoter luciferase reporter, 16 h. Potency, µM, for inactives: at the top dose activation, most hits filed as activators. hit rate 0.02% among 420,000. AID 602332, 2012; note: potency is the fitted concentration of half-maximal effect; series mostly up to about 76 µM; % of control where 0% means no effect; nearly all actives have a fitted effect of over 35% in size
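ERSR induction read as luciferase luminescence (Bright-Glo, 10 min at room temperature) in stably transfected human U87-MG glioma cells exposed to compounds for 16 h, using GRP78 as sensor.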
Active calls of the source: *; ? = inconclusive; . = not tested or not shown; & = joins results of further samples; [ ] = remark or other dose. Unless noted, calls come from the whole dose curve; as a rule, active = well fitted curve in the direction sought with a large enough effect; inconclusive = small, poorly fitted or top-dose-only effect, or another doubt; inactive = no such curve, though single readings can be large; an effect the other way counts as inactive or inconclusive. These rows are one share of the data, so the mix of outcomes need not match the whole.

SMILES	D2 antag	LDHA block	RGS4 inhibitor	Vif-A3F inh	D2 agonist	Vif-APOBEC3G blk	12-LOX inh	ERG-DNA inh	Glioma ERSR ind
Cc1ccc(S(=O)(=O)N(C)C)cc1NC(=O)COC(=O)/C(=C/c1ccc(F)cc1)c1cccs1	.	-4	-29%	-4%	.	0%	4%	15%	-3%
COc1ccc(NC(=O)CN(C)C(=O)Cc2c(C)nc3ccccc3c2C)cc1	-21	-4	21%	7%	-0.2	1%	-6%	1%	-2%
NC(=O)C1(NC(=O)[C@@H]2CC3(CC(c4cccc(NC(=O)[C@@H]5CCC(=O)N5)c4)=NO3)CN2C(=O)c2cnccn2)CC1 (stereo not given in full)	8	3	-11%	-18%	-0.1	2%	-6%	5%	0%
CCOC(=O)N1CCN(C(=O)c2ccc(Cn3c(=S)[nH]c4cc(OCC)c(OCC)cc4c3=O)cc2)CC1	14	-7	-5%	-14%	-0.3	0%	-29%	4%	-5%
Cc1[nH]c2c(Cl)cccc2c1CCNC(=O)C1CCCCC1C(=O)OCC(F)(F)F (stereo not given)	1	0	-38%	4%	-0.9	2%	-2%	-6%	-1%
Cc1cccc(C)c1N(CC(=O)NCc1ccc(F)cc1)C(=O)c1csnn1	5	1	0%	-4%	0.3	4%	-2%	0%	-1%
CCn1c(Cc2ccccc2)nnc1SCC(=O)NC1CC1	-12	-2	-42%[56.9 µM]	0%	-0.3	-1%	4%	-7%	-4%
Cc1ccc(C)c(Oc2c(C(F)(F)F)oc3c(CN4CCN(C)CC4)c(O)ccc3c2=O)c1	.	-1	3%	-4%	0.0	-2%	-12%	2%	0%
O=C(NCc1cccc(Cl)c1)c1ccc(S(=O)(=O)Nc2cccc(C(F)(F)F)c2)cc1	-13	-7	21%	-20%	6.0	-19%	11%	-13%	-5%
Cc1[nH]c2ccccc2c1C(=O)CN1CCCC(C)C1 (stereo not given)	-4	-4	4%	-13%	-0.6	1%	?	-7%	0%
O=C(Nc1cnc2ccccc2c1)c1cccc(-n2cnnn2)c1	2	-11	-5%	-9%	0.3	-8%	0%	9%	11%
OC(COc1ccc2c(c1)OCO2)CN1CCCC1 (stereo not given)	3	-3	-3%	-9%	0.2	0%	-6%	10%	-1%
Cn1c(=O)c(NC2CCCCC2)c2c3c(cccc31)C(=O)c1ccccc1-2	60*	-1	10%	-57%	110*	?	?	5%	-1%
O=C1CCC/C(=N\NC(=O)NC2CCCCC2)C1	8	-2	-11%	-7%	3.7	-1%	1%	2%	-6%
CC(C)CC1NC(=O)N(CC(=O)c2ccc3c(c2)OCCO3)C1=O (stereo not given)	-12	-2	5%	-5%	0.0	0%	-26%	9%	-2%
O=C(N/N=C/c1ccccn1)c1cccc(NC(=O)c2ccc(Cl)cc2)c1	-5	-1	17%	-1%	1.4	-8%	3%	-4%	-2%
O=C(NCc1cccs1)C(Cc1ccccc1)n1cccc1 (stereo not given)	-4	-3	10%	4%	-0.2	2%	19%	-10%	0%
O=C(NC(=S)N1CCCC1)c1ccc(Cl)cc1Cl	14	-2	-10%	?	-1.0	1%	0%	-14%	0%
COc1ccc(N2CCN(C(=O)CSc3nc4nc(C)cc(C)n4n3)CC2)cc1	-7	3	-52%	1%	-1.0	2%	182%[activator]	2%[15.4 µM]	-2%
CC(C(=O)Nc1ccc(Cl)cc1Cl)N1C(=O)NC2(CCCCCCC2)C1=O (stereo not given)	-8	1	13%	-1%	0.3	1%	66%	3%	3%
CC(C)OC(=O)NCN1C(=O)C2C3C=CC(C3)C2C1=O (stereo not given)	7	-9	3%	-7%	-1.2	5%	171%[activator]	0%	0%
CCOc1ccc(N2C(=O)CC(Sc3ccccc3C(=O)O)C2=O)c([N+](=O)[O-])c1 (stereo not given)	-30	-2	?	2%	-0.2	0%	?	-11%	2%
COc1ccc(OC)c(CNC(=O)NCc2noc3ccc(C)cc23)c1	.	3&2	?	3%	-0.5	3%	15%&-12%	2%	-3%
O=C(/C(=C/c1cccnc1)n1ccnc1)c1ccc(Cl)cc1Cl	-1	0	-37%	2%	1.3	1%	94%[activator]	-13%	0%
CCC(C)c1ccc(OCC(=O)O)cc1 (stereo not given)	-10	2	16%	-2%	1.4	0%	0%	2%	-14%
O=C1C(=O)N(c2ccc(O)cc2)C(c2ccccc2[N+](=O)[O-])/C1=C(\O)c1ccccc1 (stereo not given)	3	-1	-21%	6%	-1.5	1%	?	3%	3%
Cc1cc(S(=O)(=O)N2CCCCC2)ccc1OCC(=O)Nc1ccccc1	-5	-9	0%	8%	1.1	0%	0%	-6%	-4%
N/C(=N\OC(=O)c1ccc2c(c1)OCO2)c1ccc(Cl)cc1	-26	-8	20%	-9%	0.9	-6%	9%	.	3%
COc1ccc(Cn2c(-c3ccc(C)cc3)c[n+]3ccccc23)cc1	6	-10	16%	7%	0.0	1%	-3%	4%	-4%
COc1ccc(NC(=O)N2CCc3ccccc32)cc1	-11	1	32%	-3%	-1.2	2%	34%[activator]	-1%	-12%

Some entries already given, showing only D2 antag and RGS4 inhibitor:
canonical_smiles,D2 antag,RGS4 inhibitor
O=C1CCC/C(=N\NC(=O)NC2CCCCC2)C1,8,-11%
CC(C)CC1NC(=O)N(CC(=O)c2ccc3c(c2)OCCO3)C1=O (stereo not given),-12,5%
O=C(N/N=C/c1ccccn1)c1cccc(NC(=O)c2ccc(Cl)cc2)c1,-5,17%
O=C(NCc1cccs1)C(Cc1ccccc1)n1cccc1 (stereo not given),-4,10%
O=C(NC(=S)N1CCCC1)c1ccc(Cl)cc1Cl,14,-10%

New compounds follow:
SMILES	D2 antag	LDHA block	RGS4 inhibitor	Vif-A3F inh	D2 agonist	Vif-APOBEC3G blk	12-LOX inh	ERG-DNA inh	Glioma ERSR ind
COc1cccc(OC)c1C(=O)Nc1ccc(N2CCN(C(=O)c3ccco3)CC2)cc1	-30	-3	0%	-10%	0.2	0%	26%	-10%	-1%
COc1cccc(CNC(=O)c2cc(C)nc3c2c(C)nn3-c2ccc(C)cc2)c1	.	-4	-3%	-1%	.	-12%	-12%	-1%	-3%
Cn1cc(S(=O)(=O)N2CCCC2)cc1C(=O)Nc1ccc(F)cc1F	.	-16	-22%	5%	-0.5	7%	-15%	5%	2%
CCN1CCN(S(=O)(=O)c2cccs2)CC1	-4	-3	-2%	-1%	0.5	-7%	-14%[57.4 µM]	.	-1%
S=C1SCN(Cc2ccccc2)CN1Cc1ccco1	.	8	.	?	.	3%	35µM*	.	-3%
CCn1c(CSCc2ccc(F)cc2)nnc1SCC(=O)NCc1ccccc1	4	0	-24%	1%	1.0	0%	0%	2%	-3%
COc1ccc(NS(=O)(=O)c2c(C(=O)N3CCCCCC3)c(C)n(C)c2C)cc1OC	-5	0	7%[11.4 µM]	3%	0.1	1%	-20%	3%	-3%
COC(=O)c1nnn(Cc2ccccc2)c1N	-15	0	28%	0%	-0.6	7%	20%	0%	1%
CC1=C(N2CCN(c3ncccn3)CC2)CCC1=O	.	0	-9%	-7%	.	-1%	0%	-3%	-2%
COc1ccc(N2CCN(C(=O)Cn3cnc4sc(C)c(S(=O)(=O)N5CCCCC5)c4c3=O)CC2)cc1	.	3	-18%	5%	-0.7	-4%	-10%	6%	-5%
Cc1cc(C)n(-c2nc(Nc3ccccc3C(F)(F)F)nc(-n3nc(C)cc3C)n2)n1	-12	-4	-21%	-19%	0.6	-23%	?	-1%	-15%
CCC[C@@H](CN[C@@H](CNC)[C@H](C)CC)NCC1CCC(C(C)(C)C)CC1 (stereo not given in full)	-11	0	-31%	3%	0.9	-5%	-8%	8%	-13%

Part of the list above in order of number of heavy atoms, ascending:
SMILES	D2 antag	LDHA block	RGS4 inhibitor	Vif-A3F inh	D2 agonist	Vif-APOBEC3G blk	12-LOX inh	ERG-DNA inh	Glioma ERSR ind
COC(=O)c1nnn(Cc2ccccc2)c1N	-15	0	28%	0%	-0.6	7%	20%	0%	1%
CC1=C(N2CCN(c3ncccn3)CC2)CCC1=O	.	0	-9%	-7%	.	-1%	0%	-3%	-2%
COc1cccc(OC)c1C(=O)Nc1ccc(N2CCN(C(=O)c3ccco3)CC2)cc1	-30	-3	0%	-10%	0.2	0%	26%	-10%	-1%
